# Bioassay records from PubChem BioAssay.
# KB-V1 cytotox = KB-V1 MDR subline cytotoxicity. KB-V1 MDR cells viability, CellTiter-Glo, 72 h. Potency, µM (titrated, usually from 46.1 µM), for the others: at the top dose activity change, negative = cytotoxicity, usual class: cytotoxic. 3.4% of 400,000 active; further: potency means the concentration at half of the fitted maximal effect; on the % scale 0 is the no-effect control and ±100 the full control effect; nearly all actives have a fitted effect of over 60% in size
#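 Compound-treated KB-V1 multidrug-resistant cells, 72 h, 37 degrees C; viability by CellTiter-Glo. Fitted qHTS curves give the values.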
# HT1080 IDH1KD tx = kills HT-1080 cells with IDH1 knockdown; HT-1080 IDH1 knockdown viability, ATP luminescence, 48 h; Potency, µM (highest dose often 46.1 µM), without a hit: at the highest dose activity, negative = toxicity, actives largely listed as cytotoxic; 2% of 360,000 active; AID 686971;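 further: potency means the concentration at half of the fitted maximal effect; 0% = DMSO wells and -100% = cell-free medium wells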
#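 HT-1080-IDH1KD cells (IDH1 knocked down), 750/well in RPMI with 5% FBS, treated with compound 48 h at 37 degrees C. Viability by CellTiter-Glo luminescence, normalised to DMSO and no-cell wells; concentration-response curves classed.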
# GLP1R ag = activates the human GLP-1 receptor. Potency, µM (doses to about 45.6 µM), inactives show at the top dose activation, usual class: activators. 0.007% of 380,000 active. HEK293 GLP-1R CRE-luciferase, luminescence, 4-6 h; cells express a hypersensitive GLP-1R form; further: potency means the concentration at half of the fitted maximal effect; % of control where 0% means no effect
# Target sequence (P43220 whole entry, looked up): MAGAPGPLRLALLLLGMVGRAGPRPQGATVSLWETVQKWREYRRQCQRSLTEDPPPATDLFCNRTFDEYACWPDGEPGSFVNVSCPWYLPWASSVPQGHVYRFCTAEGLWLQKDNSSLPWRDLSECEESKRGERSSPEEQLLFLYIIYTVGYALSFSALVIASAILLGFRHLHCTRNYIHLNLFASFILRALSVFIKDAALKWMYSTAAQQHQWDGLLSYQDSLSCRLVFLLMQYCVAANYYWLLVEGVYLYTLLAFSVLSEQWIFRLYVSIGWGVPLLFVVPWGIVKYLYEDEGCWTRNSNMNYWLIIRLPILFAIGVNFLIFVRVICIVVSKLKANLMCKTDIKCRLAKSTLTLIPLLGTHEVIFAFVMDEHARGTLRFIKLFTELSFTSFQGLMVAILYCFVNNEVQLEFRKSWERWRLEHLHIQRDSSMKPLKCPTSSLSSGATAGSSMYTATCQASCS
# IL1B secr inh = inflammasome signaling inhibition, IL-1 beta readout; AID 743279; THP-1 LPS/ATP IL-1B secretion, AlphaLISA, 16 h; active compounds read low; activity change, % at 57.5 µM; 4.7% of 360,000 active; in the data active means activity change below about -50%; inconclusive means mostly about -30% to -49%; further: on the % scale 0 is the no-effect control and ±100 the full control effect
#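 THP-1 cells pretreated 1 hr with compounds (up to 57.5 uM final), then stimulated with LPS (250 ng/mL final) plus ATP (1.25 mM final); secreted IL-1B measured by AlphaLISA after 16 hr, decreased signal indicating inhibition.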
# D3 antag = antagonists of human D3 dopamine receptor. 2.5% of 360,000 active. D3R cells, DiscoveRx beta-arrestin luminescence, antagonist mode; active compounds read low. max response, negative = inhibition, %. P35462; in the data active means max response below about -50%; inconclusive means no clear call, values can overlap the other calls; further: on the % scale 0 is the no-effect control and ±100 the full control effect; mostly tested at two doses, the higher about 12 µM
# Target sequence (P35462 whole entry, looked up): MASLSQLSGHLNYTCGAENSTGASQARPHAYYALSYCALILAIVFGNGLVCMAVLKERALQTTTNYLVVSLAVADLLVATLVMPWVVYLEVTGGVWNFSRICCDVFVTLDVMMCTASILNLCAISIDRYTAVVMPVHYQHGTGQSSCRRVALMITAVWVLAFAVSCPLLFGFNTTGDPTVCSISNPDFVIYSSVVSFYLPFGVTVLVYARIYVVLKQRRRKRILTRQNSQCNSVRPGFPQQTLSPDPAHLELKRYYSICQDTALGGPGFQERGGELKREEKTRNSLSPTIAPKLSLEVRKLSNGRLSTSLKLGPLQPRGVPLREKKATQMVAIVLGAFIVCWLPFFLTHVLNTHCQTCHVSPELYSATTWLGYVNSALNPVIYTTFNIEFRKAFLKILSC
#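 Cells expressing the human receptor were seeded at 1500 cells/well, incubated overnight at 37 degrees C in 5% CO2, then exposed to library compounds with dopamine controls for 90 minutes at 37 degrees C before luminescent detection.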
# KB-3-1 tox = kills parental KB-3-1 adenocarcinoma cells; KB-3-1 viability, CellTiter-Glo ATP luminescence, 72 h; Potency, µM (top dose mostly 46.1 µM), for the others: top-dose activity change, negative = cytotoxic, hits mostly cytotoxic; 1.4% of 400,000 active; AID 1347075; further: potency means the concentration at half of the fitted maximal effect; on the % scale 0 is the no-effect control and ±100 the full control effect; nearly all actives have a fitted effect of over 60% in size
#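 Viability of parental KB-3-1 cells, measured by CellTiter-Glo luminescence, followed a 72 h incubation at 37 °C with pinned compounds in phenol-red-free DMEM containing 10% FBS.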
# SW480 rerep = induces DNA re-replication in SW480 colon adenocarcinoma cells. SW480 DNA re-replication, Hoechst DNA content imaging, 48 h. AID 624297. 1.8% of 340,000 active. Potency, µM (titrated, usually from 46.1 µM), for the others: top-dose re-replication activation, actives largely listed as activators; further: potency means the concentration at half of the fitted maximal effect; % of control where 0% means no effect; nearly all actives have a fitted effect of over 55% in size
#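 Compounds, transferred as 23 nL by pin tool, were incubated with cells for 48 hr; DNA content per nucleus was then quantified by Hoechst staining and fluorescence plate imaging.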
# DRD3 agonist = activates the human D3 dopamine receptor; AID 652048; D3R DiscoveRx beta-arrestin cells, luminescence, 90 min; P35462; 0.58% of 410,000 active; max activation, %; in the data active means max activation above about 30%; further: 0% is about no effect; mostly tested at two doses, the higher about 12 µM
#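 Agonist mode: compounds and dopamine controls were applied to plated cells for 90 min at 37 degrees C after an overnight attachment at 1500 cells/well. Luminescent read-out followed 30 - 60 minutes at room temperature with DiscoveRx detection reagent.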
# HT1080NT lethal = kills 2HG-producing HT-1080-NT fibrosarcoma cells. Potency, µM (series often up to 46.1 µM), for the others: at the highest dose activity, negative = less viability, hits mostly cytotoxic. 1.6% of 360,000 active. HT-1080-NT fibrosarcoma viability, CellTiter-Glo ATP luminescence, 48 h;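 further: NT is the 2HG producing partner of a matched IDH1 knockdown line; potency means the concentration at half of the fitted maximal effect; 0% = DMSO-treated cells and -100% = media-only wells without cells; nearly all actives have a fitted effect of over 55% in size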
#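 Luminescent CellTiter-Glo readout after 48 hours of compound exposure at 37 degrees C defined viability of HT-1080-NT cells. Activity was normalized to DMSO wells and cell-free media wells; concentration-response curves were fitted and assigned curve classes.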
# Starred values were filed as active, the others as inactive; i = inactive; ? = inconclusive; · = no result given; [ ] = dose if it differs, or a comment. Unless noted, the call rests on the fitted dose curve; in most records, active means well fitted curve in the direction sought with a large enough effect; inconclusive means small, poorly fitted or top-dose-only effect, or another doubt; inactive means no such curve, though single readings can be large; an effect the other way counts as inactive or inconclusive.
# Second line of a record: KB-V1 cytotox, HT1080 IDH1KD tx, GLP1R ag, IL1B secr inh, D3 antag, KB-3-1 tox, SW480 rerep, DRD3 agonist, HT1080NT lethal
O=C(CSc1ccc(F)cc1)NNC(=O)c1ccccc1Br
  21%, 18%, 9%, 6, -16, 23%, -7%, 3, 16%
O=C(Cc1ccc(Cl)cc1)Nc1ccc(C(=O)N2CCOCC2)cc1
  5%, -1%, -1%, -25, -13, -1%, ?, 1, -9%
CCOC(=O)c1c(C)n(-c2ccccc2)c2ccc(OCCN(C)C)cc12
  -4%, ?, ?, -80*, -5, -1%, -3%, -7, ?
CCCC1c2ccsc2CCN1C(=S)NC (stereo not given)
  ?, -7%, 0%, 26, -10, ?, -3%, -3, 3%
CC(C)(C)c1ccc(C(=O)N2CCC(C(=O)NC3CCCCCC3)CC2)cc1
  ?, -12%, 19%, ?, 6, ?, ?, 7, -26%
COc1ccc2cc(/C=N/NC(=O)c3ccc(CN(c4cccc(Cl)c4Cl)S(C)(=O)=O)cc3)c(Cl)nc2c1
  ?, ?, 1%, 14, 46, 2.6µM*, -5%, 3, ?
Fc1cccc(CSc2ccc(-c3ccc4c(c3)OCO4)nn2)c1
  ?, ?, -7%, -2, 1, ?, -6%, 4, -28%
COc1ccc(C(=O)Nc2cc(C(F)(F)F)ccc2-n2cncn2)cc1
  9%, -4%, -4%, -3, 6, 15%, -6%, 0, 3%
CCC(CC)C1C(C#N)=C(N)Oc2n[nH]c(C)c21 (stereo not given)
  -11%, 11µM*, -15%, -88*, 19, 4%, 21µM*, -7, 11µM*
COCCN(C(=O)CNC(=O)c1ccco1)C(C(=O)NC1CCCCC1)c1cccnc1 (stereo not given)
  5%, 11%, 4%, -6, -1, 0%, -7%, -25, 9%
COc1cc2c(cc1OC)C(COc1ccccc1OC)N(C(=O)CC(C)C)CC2 (stereo not given)
  ?, ·, 24%, ·, ·, 1%, ·, 1, ·
C=CCN1C(=O)/C(=c2\sc3nc(=O)c(Cc4ccccc4Cl)nn3c2=O)c2ccccc21
  25%, -3%, -5%, -12, -10, -14%, -6%, 8, -7%
CCc1cccc(NC(=O)CCCCCC2NC(=O)NC2C)c1 (stereo not given)
  -7%, -7%, 7%, -109*, -2, -7%, -1%, -1, 1%
CC1CCc2c(sc(NC(=O)CSc3ncn[nH]3)c2C#N)C1 (stereo not given)
  -10%, ?, 4%, -6, 19, ?, 5%, 2, -26%
CSCC[C@H](NC(=O)[C@H](Cc1ccccc1)n1c(=O)[nH]c2ccccc2c1=O)C(=O)N[C@@H](Cc1ccccc1)C(=O)O
  4%, 9%, -1%, 15, 14, 0%, -9%, 7, 4%
Clc1ccc(-c2nnc3n2CCCS3)cc1
  ?, 8%, -4%, -13, -19, 4%, -1%, 27, 13%
Cc1cc(OCC(=O)OCC(=O)N(C)c2c(N)n(Cc3ccccc3)c(=O)[nH]c2=O)ccc1Cl
  14%, 0%, -5%, 8, 16, -1%, -5%, 6, 8%
CC1CCCN(c2nc(N(C)c3ccccc3)nc(N)c2[N+](=O)[O-])C1 (stereo not given)
  ?, -17%, ?, ?, 17, ?, -3%, 22, ?
COc1cc2[nH]c(=O)c(C(=O)NCCCN3CCCCC3)c(O)c2cc1OC
  1%, 3%, -7%, -5, -57*, -9%, 6%, -5, -10%
CCNC(=S)N(CCCO)Cc1cc2cc3c(cc2[nH]c1=O)OCCO3
  ?, 0%, 9%, -3, 2, 2%, -5%, 2, 4%
CCCCn1c(SCc2ncc(-c3ccccc3)o2)nc2cc(S(N)(=O)=O)ccc21
  0%, ?, 1%, -28, 22, ?, 20%, 12, ?
Cn1c(/C(C#N)=C(\O)c2cccc(F)c2)nc2ccccc21
  -3%, ?, 3%, 2, -51*, 2%, 114%, 0, ?
O=C(COC(=O)Cc1c[nH]c2ccccc12)Nc1cccc2ccccc12
  -1%, 7%, 7%, 0, ?, 13%, ·, -7, 0%
CC1(C(=O)NS(=O)(=O)c2ccc(Cl)cc2)CCN1C(=O)Cc1ccsc1 (stereo not given)
  3%, 0%, 0%, 17, 5, 0%, ·, 12, 22%
COc1ccc(CN2CC(C(=O)NCCN3CCN(c4ccccc4F)CC3)CC2=O)cc1 (stereo not given)
  21%, -7%, 13%, 10, -23, 6%, -3%, -8, -5%
Cc1nn(Cc2ccc(Cl)cc2)c2sc(C(=O)O)cc12
  -3%, -1%, -1%, 5, -2, 2%, -3%, 6, 2%
Cc1cnc(CNC(=O)c2ccc3sc([C@@H]4O[C@H](CO)[C@H](O)[C@H](O)[C@H]4O)nc3c2)cn1
  5%, 17%, -4%, 8, -50*, 5%, ·, -5, 17%
O=C(NO)c1ccccc1C(F)(F)F
  -8%, -13%, 3%, -11, 7, 4%, -11%, 24, -1%
O=C(Nc1ccccc1C(=O)O)c1ccccc1
  12%, -14%, -5%, 44, -13, 9%, -4%, 13, -2%
COc1ccc2[nH]cc(CCNC(=O)c3ccc4ccccc4n3)c2c1
  14%, ?, 14%, -3, 13, 11%, -64%[inhibitor], 6, -22%
Cc1[nH]n(-c2ccccc2)c(=O)c1N=Nc1cccc([N+](=O)[O-])c1
  7%, 12%, -2%, 4, ?, 6%, 1%[1.84 µM], -7, -4%
CCCCCN1C(=O)/C(=C/c2c(N3CCc4ccccc4C3)nc3ccccn3c2=O)SC1=S
  2%, -5%, 11%, 32, -3, -4%, -3%, 4, 2%
Oc1ccc(-c2nc3ncccn3c2Nc2ccc3c(c2)OCO3)cc1
  14%, -1%, 0%, 0, -55*, 8%, -9%[9.22 µM], -1, -1%
CCOC(=O)C1=C(COC(=O)COc2ccc(Br)cc2)NC(=O)NC1C (stereo not given)
  2%, 0%, 0%, 7, 1, -10%, -9%, 0, 5%
O=C(Nc1ccccc1N1CCCCC1)c1ccc(F)c(S(=O)(=O)N2CCOCC2)c1
  -20%, -13%, 8%, 21, 41, ?, -23%, 10, -17%
Cc1ccc(S(=O)(=O)Nc2ccc(S(=O)(=O)Nc3nccs3)cc2)c([N+](=O)[O-])c1
  ?, -2%, -4%, ?, -8, 7%, -5%, 2, 3%
COc1ccc(C(CNC(=O)c2cccc(S(=O)(=O)N3CCCC3)c2)N2CCCC2)cc1 (stereo not given)
  12%, 0%, 5%, -8, ?, -1%, -17%, -7, -7%
Cc1cc(C)cc(N(C(=O)Cn2nnc3ccccc32)C(C(=O)NCc2ccco2)c2ccncc2)c1 (stereo not given)
  14%, -2%, -16%, 11, 13, 6%, -1%, 1, -14%
Cc1ccc(CN2CCC[C@]3(N[C@H](c4ccccc4)[C@@H]4C(=O)N(C)C(=O)[C@@H]43)C2=O)cc1
  -21%, 9%, -1%, -8, 10, 2%, ·, 6, 0%
CCc1ccc2nc3n[nH]c(N)c3cc2c1
  12µM*, 3%, 9%, -21, 12, ?, 1%, -9, 1%
Fc1cccc(Cc2c(-c3ccco3)nc3ccc(Cl)cn23)c1
  5%, ?, 3%, ?, -2, -1%, ·, -6, ?
C=C(C)Cc1c(C)c(C#N)c2[nH]c3ccccc3n2c1=O
  ?, 16µM*, 23%, 21, 2, ?, 8%, 10, -13%
CCOc1cccc(C2/C(=C(\O)c3ccc4c(c3)OCCO4)C(=O)C(=O)N2Cc2ccncc2)c1 (stereo not given)
  ?, 10%, 2%, 12, 2, -3%, -7%, -2, 4%
COCCn1c(SCC(=O)NC2CCCC2)nc2c(c1=O)SCC2
  -16%, 0%, -3%, 12, 0, 6%, -3%, 3, -1%
COC(=O)c1cc(C)sc1NC(=O)CN1CCN(C(=O)c2ccco2)CC1
  ?, 4%, 12%, i, 12, 4%, ?, 1, -1%
CCOc1ccc(NC(=O)CN(C)C(=O)CC2CCCCC2)cc1OCC
  -10%, 8%, 16%, -12, 2, -2%, -34%[inhibitor], -8, 6%
COc1ccc(N2CCN(C3CCCN(Cc4ccc(F)cc4Cl)C3)CC2)cc1 (stereo not given)
  23%, -9%, 0%, -2, -15, -2%, ?, -20, -3%
CCN(CC(=O)NCc1ccc(F)cc1)C(=O)/C=C/c1cc(OC)ccc1OC
  ?, -14%, 13%, 26, -3, -5%, 24%, -3, -14%
O=C(CCCl)Nc1nnc(SCC(=O)NC2CCCC2)s1
  -8%, 29µM*, 2%, -88*, 1, -5%, 8.2µM*, -4, 15µM*
CCC(c1nnc(SCC(=O)Nc2ccc(S(N)(=O)=O)cc2)n1Cc1ccccc1)N(C)C (stereo not given)
  -19%, -3%, 12%, 5, -1, -8%, 1%, -8, 1%
CCN1CCN(C(=O)Cn2ncc3c([nH]c4ccc(C)cc43)c2=O)CC1
  -5%, 0%, -4%, -2, -4, -4%, 0%, -6, 7%
CCSc1nnc(NC(=O)c2cccnc2)s1
  -17%, 5%, 2%, 8, -5, 4%, -6%, -3, 5%
COc1ccccc1-c1nnc(SCC(=O)Nc2cccnc2Cl)n1C
  -12%, 0%, 10%, 9, -7, -2%, -11%, -2, ?
CCOC(=O)C1=C(COC(=O)COc2ccccc2C#N)NC(=O)NC1C (stereo not given)
  4%, 3%, 0%, 33, 17, 8%, ?, -1, 1%
CC1CCCC(NC(=O)CN(C)CC(=O)Nc2ccc(F)cc2)C1C (stereo not given)
  -5%, 5%, 10%, 31, -4, -7%, -6%, -4, 6%
Cc1onc(-c2ccccc2)c1C(=O)NCc1ccc2c(c1)OCO2
  -7%, 4%, 0%, 7, 8, -3%, 1%, 6, -3%
CCOc1ccc(OCC)c(NC(=O)C2CCN(S(=O)(=O)c3cnc[nH]3)CC2)c1
  12%, -4%, 6%, -1, ?, -5%, -2%, -1, -7%
Cc1ccc(S(=O)(=O)N2[C@@H](c3ccc(Br)cc3)C(C(=O)O)=C[C@H]2CC2CCCC2)cc1
  10%, -11%, -4%, 50, 4, 9%, -8%, 25, -5%
CN(c1ccccc1)S(=O)(=O)c1cccc(C(=O)OCC(=O)NCc2ccco2)c1
  2%, -8%, 5%, 23, 5, 14%, -3%, 3, 4%
CCc1nnc(NC(=O)CCC(=O)NC2CCCCCC2)s1
  -10%, -4%, 1%, 6, 5, 1%, 1%, -1, -4%
